Screens (PubChem)
PPARg SRC-3 ag: agonists of human PPARgamma SRC-3 coactivator recruitment. P37231. activation, % at 8 µM. AID 731. 200,000 tested, 0.26% active. biochemical PPARgamma/SRC-3 coactivator recruitment assay; in the data active means activation above about 23%;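 further: 0% = DMSO and 100% = reference agonist; some compounds past the cut are filed as inactive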
STAT3 inh: STAT3 signaling inhibition; U3A cells, IL-6 STAT3-luciferase reporter, luminescence; host cell line lacks STAT1; inhibition, % at 5.5 µM; 190,000 tested, 0.89% active;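 active means inhibition above the mean inhibition across all screened compounds plus 3 SD, cut at about 44% in these data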;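 further: 0% = DMSO only wells and 100% = 100 µM nifuroxazide control wells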
TNAP act hi DEA: activators of human TNAP at high phosphate acceptor concentration; P05186; purified TNAP, CDP-star luminescence, 1 M DEA, 30 min; hits give high values; 0 = EDTA background, 1 = DMSO-only activity; activation factor at 20 µM; 200,000 tested, under 10 active;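 active means activation factor at least 2 at 20 µM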
Target sequence (P05186 whole entry, looked up): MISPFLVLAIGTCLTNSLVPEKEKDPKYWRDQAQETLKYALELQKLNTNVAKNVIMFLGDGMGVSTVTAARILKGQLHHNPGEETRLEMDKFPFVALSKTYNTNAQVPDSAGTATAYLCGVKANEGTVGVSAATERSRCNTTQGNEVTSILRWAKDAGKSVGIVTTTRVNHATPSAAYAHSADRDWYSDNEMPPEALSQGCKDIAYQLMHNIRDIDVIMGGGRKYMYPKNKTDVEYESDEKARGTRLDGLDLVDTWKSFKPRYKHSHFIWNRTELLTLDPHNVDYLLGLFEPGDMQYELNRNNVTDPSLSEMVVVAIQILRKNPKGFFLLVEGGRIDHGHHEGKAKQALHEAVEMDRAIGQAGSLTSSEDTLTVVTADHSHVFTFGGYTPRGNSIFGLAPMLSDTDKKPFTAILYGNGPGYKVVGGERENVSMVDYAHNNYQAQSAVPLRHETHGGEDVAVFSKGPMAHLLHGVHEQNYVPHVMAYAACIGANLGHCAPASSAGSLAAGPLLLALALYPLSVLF
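system = human TNAP | amount = enzyme diluted 1/800 final | reagent = 100 µM CDP-star substrate | signal = luminescent substrate turnover signal | dosing = one dose, 20 µM | benchmarks = EDTA negative control, DMSO positive control | measure = activation factor | timing = 30 min reaction, room temperature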
ROMK primary: modulates human ROMK potassium channel activity. P48048. Tet-inducible ROMK, thallium flux fluorescence; actives lie on both sides. B-score at 10 µM. 130,000 tested, 2% active. AID 1918;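 active means signal ratio slope over the read window, or its plate-corrected B-score, at least 3 SD from the plate mean, either direction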;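 further: B-score of the F/F0 ratio slope over 7 to 12 s after thallium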
Target sequence (P48048 whole entry, looked up): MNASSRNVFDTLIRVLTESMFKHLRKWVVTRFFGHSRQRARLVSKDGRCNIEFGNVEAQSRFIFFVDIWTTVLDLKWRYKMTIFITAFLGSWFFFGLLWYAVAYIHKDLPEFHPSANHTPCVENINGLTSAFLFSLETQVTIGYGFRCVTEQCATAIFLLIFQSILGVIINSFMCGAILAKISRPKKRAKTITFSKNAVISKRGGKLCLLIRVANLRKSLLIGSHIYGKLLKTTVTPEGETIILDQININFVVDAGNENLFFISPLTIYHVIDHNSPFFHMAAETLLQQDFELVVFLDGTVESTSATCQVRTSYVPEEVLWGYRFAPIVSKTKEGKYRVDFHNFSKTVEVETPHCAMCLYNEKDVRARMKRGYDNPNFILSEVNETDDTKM
bIAP inh: blocks bovine intestinal alkaline phosphatase activity | inhibition, % at 20 µM | purified bovine IAP, CDP-star luminescence, 30 min | 190,000 tested, under 10 active | AID 1019;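 active means over 50% inhibition of intestinal alkaline phosphatase at 20 µM in the single-dose screen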
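System: Purified bovine intestinal alkaline phosphatase (IAP) enzyme | Input: IAP diluted 1/65,000,000 in the well | Also added: CDP-star chemiluminescent phosphatase substrate, 30 µM final | Dosing: 20 µM single dose | Times: Enzyme reaction for 30 min at room temperature | Detection: Luminescence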
STAT3 activator: STAT3 signaling activation. AID 871. activation (% of control), % at 5.6 µM. U3A cells, IL-6 STAT3-luciferase reporter, luminescence; 100% = signal with IL-6 EC80 alone. 190,000 tested, 0.91% active;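 active means activation above the screen-wide mean of compound activation plus 3 SD, cut at about 130% in these data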;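 further: 0% = background luminescence of wells with medium and substrate only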
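Material: STAT3-luciferase reporter U3A cells. Controls: IL-6-treated wells, 100% activation. Read-out: % activation versus median of IL-6-stimulated wells. Probe or stimulus: IL-6 stimulus at 33 ng/mL final. Timing: compound 1 h, then IL-6 6 h at 37 °C. Signal: reporter luminescence signal.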
PPARg SRC-1 ag: promotes SRC-1 coactivator recruitment by human PPARgamma | 200,000 tested, 0.41% active | PPARgamma-SRC-1 coactivator recruitment biochemical assay | P37231 | activation, % at 8 µM; in the data active means activation above about 19%;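 further: 0% = DMSO and 100% = reference agonist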
PPARg SRC2 recr: agonists of SRC-2 recruitment by human PPARgamma; PPARgamma LBD-SRC-2 recruitment, biochemical; activation, % at 8 µM; 200,000 tested, 0.34% active; AID 1032; in the data active means activation above about 22%;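 further: 0% = vehicle and 100% = reference agonist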
SRC2 TRFRET art: TR-FRET artefact, counter-screen to PPARgamma/SRC-2 agonist assay; TR-FRET ratio at 8 µM; hits give high values; 200,000 tested, 0.4% active; in the data active means TR-FRET ratio above about 2000; further: inactives centre near 1500
bIAP act: intestinal alkaline phosphatase (bovine) activation | purified bovine IAP, CDP-star luminescence, 30 min; hits give high values; fold of DMSO-control signal, blank-subtracted | activation factor at 20 µM | 200,000 tested, 0.17% active;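 active means activation factor of 2 or more at 20 µM, a signal rise over negative controls twice the positive control's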
STAT1 blocker: reduces IFN-gamma driven STAT1 reporter signal; 200,000 tested, 0.35% active; NIH 3T3 STAT1-luciferase reporter, luminescence; inhibition, % at 5.5 µM;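 active means inhibition above a set limit, the mean inhibition across all tested compounds plus 3 SD, cut at about 34% in these data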;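 further: 0% = IFN-gamma with DMSO and 100% = IFN-gamma with 300 µM nifuroxazide; values of inactives mirror those of a sister screen read the other way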
Starred values were filed as active, the others as inactive; nt = not tested or not shown.

SMILES | PPARg SRC-3 ag | STAT3 inh | TNAP act hi DEA | ROMK primary | bIAP inh | STAT3 activator | PPARg SRC-1 ag | PPARg SRC2 recr | SRC2 TRFRET art | bIAP act | STAT1 blocker
N#Cc1ccc(OCC(=O)NCC2(N3CCCCC3)CCCCC2)cc1 | -2 | 2 | 1 | -0.43 | -12 | 104 | 1 | -8 | 1584 | 1.1 | 2
CC(C)Oc1ccc(C(=O)N/N=C/c2ccc(-c3ccc(S(=O)(=O)Nc4ncccn4)cc3)o2)cc1 | 6 | 7 | 1 | 0.73 | -3 | 98 | 0 | 12 | 1445 | 1 | -1
Cc1ccc(C(CCN(Cc2ccccc2)C(=O)c2ccco2)c2ccco2)cc1 (centres undefined) | 7 | -16 | 1 | 0.36 | 42 | 111 | 5 | -1 | 1709 | 0.6 | -3
CSc1ccccc1NC(=S)Nc1ccccc1C(F)(F)F | 3 | -4 | 1 | -0.062 | 20 | 108 | -1 | 3 | 1571 | 0.8 | 1
Cc1cc2cccc(C)c2nc1SCC(=O)NNC(=O)c1ccco1 | -1 | 17 | 1 | 0.26 | -23 | 88 | -3 | 2 | 1574 | 1.2 | 4
CCC[N+]1(CC#CC2(O)CCCCC2)CCOCC1 | -2 | -1 | 1 | 0.32 | 18 | 102 | -3 | -7 | 1565 | 0.8 | 0
COc1ccc(-c2nc3ccccc3c(=O)o2)cc1OC | -4 | 20 | 1 | nt | 1 | 92 | 8 | 10 | 1838 | 1 | 3
COc1ccc(C=O)cc1Cn1ccnc1 | 4 | -13 | 1.1 | 0.21 | 9 | 113 | 6 | 7 | 1502 | 0.9 | -3
Nc1c(C(=O)NCc2cccs2)nnn1CC(=O)Nc1cccc(Cl)c1 | -4 | -2 | 1 | 1.2 | 0 | 105 | -6 | 2 | 1476 | 1 | 19
Cn1c(CCCOc2ccc(Cl)cc2Cl)nnc1SCC(=O)Nc1nccs1 | 2 | -9 | 1 | -0.62 | 9 | 108 | 3 | 4 | 1737 | 0.9 | 1
COC(=O)c1cc2ccsc2n1Cc1ccccc1F | 2 | 3 | 1 | 0.42 | nt | 105 | 4 | 7 | 1445 | 0.5 | -21
CCOc1ncccc1C(=O)Nc1nnc(C2CC2)s1 | -5 | 16 | 1 | 0.37 | 3 | 92 | 2 | -1 | 1755 | 1 | -9
CN1CCN(CCC(=O)Nc2ccccc2Cl)CC1 | -15 | -1 | 1 | nt | nt | 105 | -5 | 6 | 1509 | 0.5 | -1
CC(=O)N(C(C)=O)S(=O)(=O)c1ccc(N=NN2CCCCC2)cc1 | 0 | 4 | 1 | 1.9 | -11 | 96 | 3 | -3 | 1610 | 1.1 | -9
COc1ccc(/C=N/NC(=O)CC(=O)NCCc2ccccc2)cc1OC | 3 | 6 | 1 | nt | 1 | 96 | -1 | -4 | 1511 | 1 | -3
COc1ccc(NC(=O)CN(C)CC(=O)Nc2cccc(S(=O)(=O)N(C)c3ccccc3)c2)cc1 | 4 | -8 | 1 | 0.046 | 10 | 108 | 5 | 11 | 1785 | 0.9 | 0
Cc1ccc2[nH]c3nc(SCCN4CCOCC4)nnc3c2c1 | 1 | -2 | 1.1 | nt | -1 | 107 | 3 | 10 | 1530 | 1 | -13
Cc1ccccc1C(=O)N=c1sccn1C | 14 | 17 | 1 | 0.39 | 5 | 89 | 0 | 4 | 1517 | 0.9 | 3
COc1ccc(NC(=O)CCS(=O)(=O)c2ccc3c(c2)CCCN3C(C)=O)cc1 | 10 | -3 | 1 | -0.21 | 6 | 105 | 7 | -2 | 1608 | 0.9 | 6
N/C(=N\OC(=O)c1ccccc1[N+](=O)[O-])c1cccnc1 | 2 | -3 | 1 | nt | 6 | 112 | 6 | -4 | 1456 | 0.9 | -16
CCc1ccc(NC(=S)N(CCN(C)C)C(C)c2ccncc2)cc1 (centres undefined) | 5 | 16 | 1 | nt | -7 | 88 | 12 | 11 | 1787 | 1.1 | -1
O=C(NCCc1c[nH]c2ccccc12)C(F)(F)C(F)F | 4 | 13 | 1.1 | -0.031 | 8 | 93 | 5 | 1 | 1646 | 0.9 | 2
Cc1nc2ccccn2c1/C(O)=C1\C(=O)C(=O)N(CCN(C)C)C1c1ccco1 (centres undefined) | 1 | 8 | 1 | -0.0099 | 3 | 100 | 6 | 4 | 1738 | 1 | -5
Cc1nc2ccc(F)cc2cc1C(=O)Nc1ccc(Cl)c(Cl)c1 | 5 | 16 | 1 | nt | 13 | 88 | 14 | 14 | 1667 | 0.9 | -1
COc1ccc(OCC(=O)NCCCN2CCOCC2)cc1 | 2 | 7 | 1 | nt | -20 | 97 | 2 | 9 | 1498 | 1.2 | 1

Random excerpt: 2 entries already listed
SMILES | PPARg SRC-3 ag | STAT3 inh | TNAP act hi DEA | ROMK primary | bIAP inh | STAT3 activator | PPARg SRC-1 ag | PPARg SRC2 recr | SRC2 TRFRET art | bIAP act | STAT1 blocker
Cc1ccccc1C(=O)N=c1sccn1C | 14 | 17 | 1 | 0.39 | 5 | 89 | 0 | 4 | 1517 | 0.9 | 3
Cn1c(CCCOc2ccc(Cl)cc2Cl)nnc1SCC(=O)Nc1nccs1 | 2 | -9 | 1 | -0.62 | 9 | 108 | 3 | 4 | 1737 | 0.9 | 1

Look-ups from the list.
Cc1ccc(C(CCN(Cc2ccccc2)C(=O)c2ccco2)c2ccco2)cc1 (centres undefined) | STAT3 inh = -16
O=C(NCCc1c[nH]c2ccccc12)C(F)(F)C(F)F | PPARg SRC-3 ag = 4

Additional structures.
SMILES | PPARg SRC-3 ag | STAT3 inh | TNAP act hi DEA | ROMK primary | bIAP inh | STAT3 activator | PPARg SRC-1 ag | PPARg SRC2 recr | SRC2 TRFRET art | bIAP act | STAT1 blocker
CCOC(=O)C1C(=O)NC(c2ccccc2)=NC1c1ccc(Br)cc1 (centres undefined) | -5 | 5 | 1 | -2.7 | -7 | 103 | -6 | -4 | 1381 | 1.1 | -5
Cc1ccc(C(=O)CSc2nc3cccnc3n2C)cc1 | -2 | 25 | 1 | nt | 14 | 83 | -2 | -13 | 1378 | 0.9 | 0
CCCN(CC(=O)Nc1cccc(Br)c1)CC(=O)Nc1ccc(F)c(F)c1F | 0 | -8 | 1 | nt | 1 | 102 | 3 | 5 | 1599 | 1 | -5
CC(C)(C)S(=O)(=O)c1ccsc1C(=O)O | -3 | -4 | 1 | nt | 11 | 103 | -3 | 0 | 1504 | 0.9 | 0
CCOC(=O)c1c(C)sc2c1N(C(C)=O)c1cc(Cl)ccc1S2 | 1 | 3 | 1.1 | nt | 0 | 101 | 2 | 6 | 1622 | 1 | 5
O=C(CC1CCCC1)Nc1nc2ccccc2[nH]1 | -1 | -6 | 1.1 | nt | -14 | 109 | -3 | -1 | 1522 | 1.1 | -48
C=C(C)C(=O)NC1=NN(c2ccccc2)C(=O)C1 | 6 | -8 | 1 | nt | 9 | 102 | 6 | 6 | 1526 | 0.9 | 8
O=C1N/C(=N/O)S/C1=C/c1cccnc1 | 5 | 8 | 1 | -0.17 | -18 | 97 | -2 | 14 | 1654 | 1.2 | -5
O=c1cc(N2CCOCC2)[nH]c(=O)n1C1CCCCC1 | 3 | -5 | 1 | 0.47 | 10 | 108 | 5 | 0 | 1802 | 0.9 | 1
Cc1oc(-c2cc(F)cc(F)c2)nc1CN1CCSCC1 | 1 | -2 | 1 | 0.54 | -25 | 104 | -6 | -2 | 1521 | 1.3 | -7
CC1=NN(C(=O)c2cccc(Cn3nc(C)c([N+](=O)[O-])c3C)c2)C(O)(C(F)(F)F)C1 (centres undefined) | 4 | -2 | 1.1 | -0.91 | -13 | 107 | 1 | 4 | 1581 | 1.1 | 6
OCc1cn(-c2ccccc2)nc1-c1ccc(-c2nn(-c3ccccc3)cc2CO)cc1 | 0 | 13 | 1.1 | 0.016 | 13 | 95 | -2 | 5 | 1647 | 0.9 | -31
COc1ccc(C2CC(c3c(-c4ccccc4)c4cc(Cl)ccc4[nH]c3=O)=NN2S(C)(=O)=O)cc1 (centres undefined) | 8 | 24 | 1 | -0.37 | -1 | 83 | 4 | 11 | 1716 | 1 | 4
O=C(Oc1cccc(/C=N/Nc2nc(Nc3ccccc3)nc(N3CCOCC3)n2)c1)c1ccco1 | 1 | 1 | 1 | -0.31 | -8 | 97 | 3 | -3 | 1371 | 1.1 | -7
CC#CCCCC(=O)Nc1ccc(C(=O)O)cc1 | -3 | 0 | 1 | 0.48 | -5 | 103 | 2 | 9 | 1346 | 1.1 | -5
Cc1onc(-c2c(Cl)cccc2Cl)c1C(=O)NCc1cccs1 | 2 | 2 | 1 | nt | -18 | 99 | 4 | 4 | 1599 | 1.2 | 8
O=C(c1cccc(C(F)(F)F)c1)N1CCCCCC1 | 0 | -2 | 1 | nt | 2 | 102 | 5 | 4 | 1651 | 1 | -1
c1ccc(OCCSc2nnnn2-c2ccccc2)cc1 | 6 | 4 | 1.1 | nt | 42 | 100 | 1 | -2 | 1544 | 0.6 | -66
O=C(Cc1ccccc1)NNC1CC(=O)N(c2ccc(Cl)cc2)C1=O (centres undefined) | 6 | 8 | 1.1 | 0.044 | -3 | 98 | 2 | 5 | 1649 | 1 | -6
CS(=O)(=O)NCc1nnc(SCc2c(F)cccc2Cl)o1 | 0 | 6 | 1 | 0.0038 | -2 | 100 | 6 | -8 | 1397 | 1 | -4
O=C(Nc1ccc(Cl)c(Cl)c1)Nc1cc(C(=O)N2CCOCC2)ccc1N1CCCCC1 | -11 | -12 | nt | 0.98 | nt | 111 | 6 | 4 | 1746 | nt | 9
COC(=O)c1[nH]c2cccc(OC)c2c1NC(=O)CN(C)CC1OCCO1 | 1 | 5 | 1 | nt | -2 | 98 | 3 | -5 | 1390 | 1 | -1
COc1ccc(NS(=O)(=O)c2cc(S(C)(=O)=O)ccc2C)cc1 | 0 | -7 | 1 | -0.073 | 7 | 104 | -4 | 0 | 1621 | 0.9 | 0
CCn1nc(C)c(NC(=O)CC23CC4CC(CC(C4)C2)C3)c1C | -1 | 3 | 1 | -0.0049 | 26 | 96 | 0 | -2 | 1422 | 0.7 | 5
CCSc1ccc2nnc(-c3cccc(F)c3)n2n1 | -10 | 16 | 1 | -1.9 | 7 | 88 | 5 | -12 | 1624 | 0.9 | -7
Cc1ccc2nc(NCCCN3CCOCC3)c(C=NCCCN3CCOCC3)c(=O)n2c1 | -5 | 7 | 1 | 0.49 | 9 | 97 | 6 | -1 | 1589 | 0.9 | 4
O=C1N(CN2CCN(c3cccc(Cl)c3)CC2)c2ccccc2C12OCCCO2 | -5 | 20 | 1.1 | -0.72 | 8 | 88 | -3 | 1 | 1566 | 0.9 | 18
COc1ccc(NC(=O)C2CCCO2)cc1Cl (centres undefined) | -2 | 4 | 1 | 0.44 | 4 | 96 | -2 | 2 | 1476 | 1 | 2
CCOC(=O)c1[nH]c2ccc(OCC)cc2c1NC(=O)CN1CCN(c2ccccc2)CC1 | -1 | 20 | 1 | nt | -2 | 91 | 15 | 9 | 1693 | 1 | -3
O=C(CCc1ccc(S(=O)(=O)NC2CCCCC2)cc1)NCc1ccccn1 | -1 | 4 | 1.1 | nt | -26 | 99 | 7 | -6 | 1545 | 1.3 | -6
